HSF1 inhib: HSF1 inhibitors in luciferase reporter cells, primary screen, cell-based, NIH3T3, luminescence; NIH3T3-HGL HSE-luciferase, MG132-induced, luminescence 8 h; stronger effect = lower value; activity change, negative = inhibition, % at 7.5 µM (by protocol); hit rate 0.77% among 300,000;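 active = more than half of replicate wells show activity change below -50%, luminescence cut by over half; inconclusive = some wells, but at most half, below -50%; inactive = no replicate well below -50%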;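 also: luciferase reports HSF-1 transcriptional activity via heat shock element; 0% = median of DMSO wells and -100% = zero luminescence signal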
IEC-6 cytotox: cytotoxicity in IEC-6 intestinal epithelial cells, primary screen, cytotoxicity control for KLF5 inhibitor project, cell-based, luminescence | IEC-6 cytotoxicity, luminescence viability | inhibition, % at 5 µM | hit rate 0.78% among 290,000 | AID 1825, 2009; in the data active = inhibition above about 22%;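 also: 0% = plate median of test compound wells and 100% = cytotoxic reference compound wells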
Platelet DG rel: inhibitors of platelet dense granule secretion, primary screen, cell-based, MLPCN, human platelets | hit rate 0.22% among 300,000 | inhibition, %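 (compounds screened at 7.5 µM in platelet-rich plasma)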 | human platelet-rich plasma, SFLLRN dense granule ATP release, luminescence;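 active = mean replicate score, as percent of positive control, at or above 50; inconclusive = mean below 50 but at least one replicate at or above 50; inactive = mean and every replicate below 50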
aSyn 5UTR inh: MLPCN primary screen, SNCA 5' untranslated region; inhibition, % (tested at 7.5 µM); hit rate 0.82% among 300,000; AID 1813, 2009; alpha-synuclein 5'UTR reporter, inhibitor activity; in the data active = inhibition above about 60%; inconclusive = no clear call, values can overlap the other calls;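 also: H4 neuroglioblastoma cells stably carrying SNCA 5'UTR luciferase fusion; 0% = DMSO wells and 100% = positive control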
SKKanGAS inh: S. pyogenes SKKanGAS growth inhibitors in kanamycin, primary screen, streptokinase expression inhibitor project, SKKanGAS strain, BacTiter-Glo luminescence | AID 1662, 2009 | hit rate 1.3% among 300,000 | 6 h | inhibition, % at 7.5 µM;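 active = mean replicate score, as percent of positive control median, at least 50; inconclusive = mean below 50 but one replicate at or above 50; inactive = mean and every replicate below 50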;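 also: strain carries kanamycin resistance gene driven by streptokinase promoter and grows in 40 µg/ml kanamycin; loss of luminescence reflects streptokinase promoter inhibition or plain growth inhibition; 0% = median of DMSO wells and 100% = positive control at its reference dose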
HIF activator: HIF pathway transcriptional activators, primary screen, cell-based, U2OS HRE-luciferase, luminescence; U2OS HRE-luciferase reporter; normalized: DMSO 0%, desferrioxamine 100%; activation, % at 7.5 µM (by protocol); hit rate 0.32% among 300,000; AID 1910, 2009;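 active = mean activation of at least 10% of the iron chelator positive control signal, with at least half of replicates also reaching 10%; inconclusive = mean and replicate majority disagree about reaching 10%; inactive = mean and most replicates under 10%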
HSF1 activator: HSF-1 activators, primary screen, NIH3T3-HGL cells, MG132 stress, luminescence, single point; hit rate 1.7% among 300,000; activation, % at 9 µM; NIH3T3-HGL HSF-1 luciferase reporter, 8 h; 100% = twice DMSO control signal; AID 504408, 2011;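 active = mean replicate activation of at least 50% with a set share of replicates each reaching 50%; inconclusive = only one of those two conditions met; inactive = mean below 50% and too few replicates reaching it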;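 also: 0% = median of the neutral control wells and 100% = twice that signal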
AI-2 QS modul: Vibrio harveyi AI-2 quorum sensing modulators, primary screen, JMH597 strain, luminescence/OD600 ratio | activity change, % at 7.5 µM | hit rate 0.4% among 300,000 | Vibrio harveyi JMH597 AI-2 luminescence/OD600 ratio, 9 h; stronger effect = lower value; strain lacks LuxN and CqsS sensors; 0 = neutral-control median; in the data active = activity change below about -75%, passing the limit was not always enough; inconclusive = no clear call, values can overlap the other calls;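 also: luminescence divided by OD600 gain over 9 h not by final OD600 alone; inactives centre near 13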
HSP90 refold inh: HSP90 inhibitors, primary screen, cell lysate, luminescence | Heat shock protein HSP 90 (rabbit reticulocyte lysate; luciferase refolding) | Rabbit reticulocyte lysate, luciferase refolding luminescence, 3 h | inhibition, % at 5.6 µM | hit rate 0.91% among 290,000;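 active = inhibition above the screen-wide mean plus 3 SD, computed separately per campaign, cut at about 16% in these data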;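 also: 0% = DMSO wells and 100% = 60 µM geldanamycin wells; inhibitors lower the luminescence because luciferase stays unfolded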
KLF5 inhibitor: KLF5 expression inhibitors, primary screen, DLD-1 cells, luminescence. DLD-1 KLF5 promoter-luciferase reporter. inhibition, % at 5 µM. hit rate 0.23% among 290,000. AID 1700, 2009;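 active = inhibition above a per-plate limit of that plate's mean compound inhibition plus 3 SD, cut at about 60% in these data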;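 also: 0% = DMSO wells and 100% = LY294002 at 200 µM; higher means less KLF5 promoter-driven luciferase light; inactives centre near -14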
Active calls of the source: *; ? = inconclusive; . = not tested or not shown.

SMILES	HSF1 inhib	IEC-6 cytotox	Platelet DG rel	aSyn 5UTR inh	SKKanGAS inh	HIF activator	HSF1 activator	AI-2 QS modul	HSP90 refold inh	KLF5 inhibitor
Cc1ccccc1NC(=O)CN1CCC(n2nnc3ccccc32)CC1	-2	-2	-1	7	3	-0.1	-5	0	-1	-8
CCOC(=O)C(=O)NNc1cccc(C)c1C	-2	-5	2	24	-6	-0.6	-8	8	1	-13
O=C(CCN1C(=O)C2CCCCC2C1=O)Nc1ccc(OC(F)F)cc1 (configuration not stated)	6	.	-11	-5	-6	-0.1	21	2	.	.
Cc1cccc(Nc2ccncc2S(=O)(=O)NC(=O)NC(C)C)c1	-43	-2	3	24	2	0.1	-56	12	-1	-1
O=C(Nc1nnc(Cc2ccccc2)s1)c1cccs1	24	2	-45	-128	8	1.9	?	25	0	-15
CN1CCN(CCCNC(=O)CCCOc2cc(=O)n(C)c3ccccc23)CC1	0	3	1	16	5	0.1	7	14	-3	-16
CCOC(=O)/C=C1\SCC(=O)N1CCOc1cccc(Br)c1	11	4	-4	6	2	-0.8	-5	-17	3	-36
CCOc1cc(C(=O)NCCN2CCOCC2)cc(OCC)c1OCC	-2	-2	-3	-5	-1	-0.3	9	8	-3	-3
Cc1[nH]n(-c2ccccc2)c(=O)c1C1(C(F)(F)F)C(=O)N(c2ccc(F)cc2)C2=C1C(=O)CC(C)(C)C2 (configuration not stated)	3	-3	-3	3	3	-0.3	1	21	-3	-12
C=CCn1c(Cc2ccc(OC)cc2)nnc1SCC(=O)NCCc1ccccc1	-8	-8	-5	-4	3	-0.4	3	18	6	8
Cc1ccc(CN=C2NC(=O)C(CC(=O)NCCc3ccccc3)S2)cc1 (configuration not stated)	-6	0	27	18	-5	0.2	-10	4	0	-27
Clc1ccc(-c2cn(-c3ccccc3)c3[n+]2CCS3)cc1	-2	-2	-1	-21	-1	0.4	-12	16	2	-17
COCCN(C(=O)Nc1ccc(OC)cc1)c1nc2ccccc2s1	-16	-5	0	-11	-5	-3.2	0	15	-3	-21
Cc1ccc(C(=O)NC(=S)N(C)C2CCCCC2)cc1	3	6	-2	-84	0	2.0	18	20	-1	-113
O=C(Nc1cccc(Cl)c1N1CCOCC1)c1cc([N+](=O)[O-])ccc1N1CCOCC1	2	2	2	-4	16	-10	2	22	0	-17
Cc1ccc(CN2CCN(/N=C/c3cccs3)CC2)cc1	2	6	8	4	3	-0.6	-9	21	-2	-40
C=CCn1c(SCc2ccccc2Cl)nnc1-c1sc2nc(C)cc(C)c2c1N	-9	4	0	-3	44	0.2	-13	21	2	-4
CC(=O)c1cn(C(=O)c2ccc(Cl)cc2)c2ccccc12	-2	1	-10	12	-1	1.0	4	26	3	-10
Cc1cc([N+](=O)[O-])ccc1NC(=O)c1sc2ncn(CC(=O)N3CCOCC3)c(=O)c2c1C	15	4	-3	-1	1	-0.5	38	36	-8	-30
C=CCN1CCN(C(c2cc(OC)ccc2OC)c2nnnn2CC2CCCO2)CC1 (configuration not stated)	3	2	1	-6	2	-0.1	-3	26	0	-33
Cc1cc(C)c(C#N)c(SCc2ccc(C#N)cc2)n1	18	3	-14	-4	-2	-0.4	30	21	2	-16
Cc1nc2sc(C(c3cccc(F)c3)N3CCC(O)CC3)c(O)n2n1 (configuration not stated)	-20	-1	3	5	-2	-2.8	-30	19	-4	-17
Cc1ccc(C2=Nc3cccnc3C(c3ccccc3)=NN2)cc1	7	1	-2	-14	1	0.9	2	8	-5	-5
N#Cc1c(N)n(-c2cccc(C(=O)O)c2)c2nc3ccccc3nc12	-7	1	16	5	-1	-0.4	-4	11	3	-1
CC(C)CCNC(=O)C(=O)Nc1cc2c3c(c1)CCC(=O)N3CCC2	5	11	2	2	-1	-0.2	21	13	-2	20
CC1(C)OC(C(N)=O)C(C(N)=O)O1 (configuration not stated)	0	3	1	-8	2	0.2	-14	26	4	-28
Clc1cccc(NCc2nnc(SCc3ccccc3Cl)o2)c1	5	-2	-18	11	8	-0.3	34	-3	1	-37
O=C(NCCC1=CCCCC1)C(=O)NCC1OCCCN1S(=O)(=O)c1cc(F)ccc1F (configuration not stated)	-4	0	-4	-2	-8	0.3	-3	12	4	-6
O=C(CSc1ncccn1)NCc1ccccc1	4	4	0	-27	0	0.6	4	30	2	-19
O=C(NC1CCN(Cc2ccc(Cl)c(Cl)c2)CC1)c1ccccc1	-2	4	.	7	-5	-0.3	23	9	1	-45

Next part; the last 4 above are carried over.
SMILES	HSF1 inhib	IEC-6 cytotox	Platelet DG rel	aSyn 5UTR inh	SKKanGAS inh	HIF activator	HSF1 activator	AI-2 QS modul	HSP90 refold inh	KLF5 inhibitor
Clc1cccc(NCc2nnc(SCc3ccccc3Cl)o2)c1	5	-2	-18	11	8	-0.3	34	-3	1	-37
O=C(NCCC1=CCCCC1)C(=O)NCC1OCCCN1S(=O)(=O)c1cc(F)ccc1F (configuration not stated)	-4	0	-4	-2	-8	0.3	-3	12	4	-6
O=C(CSc1ncccn1)NCc1ccccc1	4	4	0	-27	0	0.6	4	30	2	-19
O=C(NC1CCN(Cc2ccc(Cl)c(Cl)c2)CC1)c1ccccc1	-2	4	.	7	-5	-0.3	23	9	1	-45
COc1cccc(CNC(=O)CCC2CCCN(C(=O)Cc3ccccc3F)C2)c1 (configuration not stated)	5	2	2	-8	4	-0.5	10	20	0	-4
CC(C(=O)NCCS(=O)(=O)c1ccc(Cl)cc1)S(=O)(=O)c1ccc(Cl)cc1 (configuration not stated)	-2	7	2	14	9	-0.5	8	20	-2	-32
Cc1noc(C)c1CSc1nnc(C)c(=O)[nH]1	-1	10	4	14	0	0.1	-14	19	3	-8
COc1ccccc1CNC(=O)C1Cc2ccccc2C(=O)O1 (configuration not stated)	-7	2	-4	5	-7	-0.1	-1	12	0	-48
Cn1nc(C(F)(F)F)c(-c2ccc(Br)cc2)c1NC(=O)c1nccnc1C(=O)O	-5	-3	-4	7	-1	0.7	7	4	1	-18
CCSc1nnc(NC(=O)C2CCN(S(=O)(=O)c3cc(C(F)(F)F)ccc3Cl)CC2)s1	4	-3	-16	15	1	-0.3	-2	16	3	-4
O=C(NC1CCCCC1)n1c(=O)oc2ccc(Cl)cc21	2	-1	-2	-37	0	0.1	15	11	-1	-22
Cc1ccc(NC(=O)CS(=O)(=O)c2cn(CC(=O)N3CCOCC3)c3ccccc23)cc1	-1	3	2	14	-1	0.3	12	8	-3	-15
CCOc1ccccc1NC(=S)N1CCN(c2cccc(OC)c2)CC1	-8	2	-1	-3	-2	0.0	0	7	-1	-47
Cc1cccc(C(=O)Nc2ccc(N3CCN(S(C)(=O)=O)CC3)cc2)c1	7	2	9	-84	-5	2.6	21	17	-6	-76
CCc1cc(C)cc(OCCNC(=O)c2ncn[nH]2)c1	-6	1	4	14	-7	-0.1	0	32	-1	-40
Fc1ccccc1-c1csc(=Nc2cccnc2)n1CC1CCCO1 (configuration not stated)	.	-2	-1	-3	-6	.	.	13	-3	-6
c1ccc(Nc2nc(NCC3CCCO3)c3ccccc3n2)cc1 (configuration not stated)	.	-2	4	4	-6	-0.4	.	14	-1	-24
CCCCn1c(Cc2ccccc2)nnc1SCC(=O)Nc1cc(C)on1	10	-1	-4	0	-3	-0.3	15	14	0	-12
Cc1[nH]nc(SCC(=O)NCc2ccc(F)cc2)c1[N+](=O)[O-]	2	-2	15	6	3	.	-1	15	0	6
COc1ccc(-c2[nH]ncc2CN2CCC(OCc3ccccn3)CC2)c(F)c1	7	-3	-1	-11	1	0.2	-7	7	0	-26
CCNC(=O)/C(C#N)=C/c1c(N2CCN(c3ccc(OC)cc3)CC2)nc2c(C)cccn2c1=O	2	-3	-3	13	11	-2.7	4	21	1	-22
CC1C(C#N)=C(SCC(N)=O)NC2=C1C(=O)CC(C)(C)C2 (configuration not stated)	3	-2	-3	11	-1	-0.2	-1	13	-2	-10
Cc1ccc2c(c1)N(CC(=O)OCC(=O)NCc1ccccc1)C(=O)CO2	-5	3	-3	6	2	0.4	3	25	6	14
COc1ccccc1NC(=O)CCC(=O)OCc1ccc(Br)cc1	-6	4	9	-34	-5	0.6	-14	13	4	-4
Cc1ccc(NC(=O)NNC(=O)c2cc3ccccc3cc2O)c(C)c1	-7	-6	-24	-2	5	-0.3	-4	14	-5	-36
Cc1nn(C)cc1CNC(=O)C1CCC(=O)N(CC2CCCCC2)C1 (configuration not stated)	-11	-1	56*	5	-2	0.0	-3	24	3	-17
O=C(CN1C(=O)c2ccccc2C1=O)N(CCO)Cc1ccccc1	3	-4	2	-15	7	-15	21	13	0	-31
COc1ccc(CSc2nncn2C)cc1F	-6	4	-3	20	1	-0.1	5	14	-4	-27
CCOc1ccc(C(=O)N2CCN(C(=O)c3ccco3)CC2)cc1OCC	6	-6	7	14	1	-0.5	7	16	4	-17
COC(=O)CCNC(=O)c1ccc2[nH]c(C)c(C)c2c1	2	-4	-2	-6	-4	0.1	-10	19	4	-7
CCc1ccc2nc(N(CCCN(C)C)C(=O)c3ccc(S(=O)(=O)N4CCCc5ccccc54)cc3)sc2c1	-11	-4	-3	14	17	-2.1	-17	6	3	-102

Reprinted at random: 3 entries already listed, in no set order.
SMILES	HSF1 inhib	IEC-6 cytotox	Platelet DG rel	aSyn 5UTR inh	SKKanGAS inh	HIF activator	HSF1 activator	AI-2 QS modul	HSP90 refold inh	KLF5 inhibitor
Cc1ccc(NC(=O)NNC(=O)c2cc3ccccc3cc2O)c(C)c1	-7	-6	-24	-2	5	-0.3	-4	14	-5	-36
Cc1nn(C)cc1CNC(=O)C1CCC(=O)N(CC2CCCCC2)C1 (configuration not stated)	-11	-1	56*	5	-2	0.0	-3	24	3	-17
COc1ccc(CSc2nncn2C)cc1F	-6	4	-3	20	1	-0.1	5	14	-4	-27

Screening results deposited in PubChem BioAssay by several laboratories.
